# B2AR arrestin = qHTS assay of beta-arrestin-biased ligands of beta2-adrenergic receptor; beta-arrestin recruitment to beta2AR, cell-based reporter; AID 492947, 2010; Beta-2 adrenergic receptor (Homo sapiens), P07550; hit rate 0.02% among 330,000; Potency, µM (titrated, usually from 46.1 µM), without a hit: top-dose activation, actives largely listed as activators;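 note: potency is the fitted concentration of half-maximal effect; 0% = DMSO controls and full agonism = EC100 isoproterenol or metaproterenol; nearly all actives have a fitted effect of over 65% in size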
# a7 integrin act = qHTS for Activators of Integrin-Mediated Alleviation for Muscular Dystrophy. alpha7betagal myoblasts, beta-gal FDG fluorescence, 48 h. Potency, µM (doses to about 38.3 µM), inactives show at the top dose activation, actives largely listed as activators. hit rate 0.064% among 350,000;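 note: potency is the fitted concentration of half-maximal effect; 100% = response of the positive control SU9516; nearly all actives have a fitted effect of over 60% in size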
#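 alpha7betagal+/- myoblasts (passage 13, 250/well) treated 48 h at 37C with compounds at 1:260 dilution of DMSO stock. Lysed, then beta-galactosidase activity read as FDG fluorescence (ex 480/em 540) after 30 min, with pre-read for autofluorescence.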
# BRCA1 expr up = qHTS Assay to Identify Small Molecule Activators of BRCA1 Expression; MCF7-BRCA1-FFLuc reporter, luminescence, 48 h; response scale: scaled: vehicle 0%, 10 µM genistein 100%; Potency, µM (highest dose often 46.1 µM), for the others: top-dose activation, actives largely listed as activators; hit rate 1.1% among 380,000; AID 624202, 2012; note: potency is the fitted concentration of half-maximal effect; nearly all actives have a fitted effect of over 80% in size; some results filed as inactive show a strong effect at the top dose
#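 MCF7 cells carrying a BRCA1-firefly luciferase reporter (2000 cells/well, phenol-red free MEM) were attached for 2 h at 37 °C, then given compounds for 48 h. Luminescence was read 15 min after luciferase reagent; activity normalized to genistein (10 microM) and DMSO.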
# uPA generation = qHTS for Inhibitors of Cell Surface uPA Generation; AID 540303, 2011; Potency, µM (doses to about 38.3 µM), without a hit: top-dose activity change, negative = inhibition, usual class: inhibitors; cell surface uPA generation assay, qHTS; hit rate 0.31% among 330,000; active = well fitted inhibition curve with a large enough effect; inconclusive = small, poorly fitted or top-dose-only effect; inactive = no such curve, though single readings can be large or run the other way; tested in mouse RAW 264.7 cells; note: potency is the fitted concentration of half-maximal effect; % is set by controls: 0 for no effect and ±100 for the full control effect; nearly all actives have a fitted effect of over 55% in size
# ELG1 genotox = qHTS screen for small molecules that induce genotoxicity in human embryonic kidney (HEK293T) cells expressing luciferase-tagged ELG1. HEK293T ELG1-luciferase reporter, luminescence, 16 h. Potency, µM (doses to about 46 µM), for the others: at the highest dose activity change, positive = activation, usual class: activators. hit rate 1.3% among 330,000. AID 504466, 2011; note: potency is the fitted concentration of half-maximal effect; % of control where 0% means no effect; nearly all actives have a fitted effect of over 60% in size
#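 ELG1-luciferase HEK293T cells, 2,000/well; compound pinned in; 16 hr, 37 °C, 5% CO2; ONE-Glo, 30 min RT; luminescence on CCD imager.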
# p53 reactivation = qHTS assay for re-activators of p53 using a Luc reporter. H1299 p53-A138V BP100-luciferase reporter, luminescence, 24 h. Potency, µM (highest dose often 92.2 µM), for the others: at the top dose activity change, positive = activation, hits mostly activators. hit rate 0.063% among 320,000. AID 504706, 2011; note: potency is the fitted concentration of half-maximal effect; % of control where 0% means no effect; nearly all actives have a fitted effect of over 45% in size
#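 H1299 (p53-null), stable ts p53-A138V + BP100-Luc; 1000 cells/well, Opti-MEM/10% FBS; cpd 4 pt, 1:5; 24 h, 37 deg C, 5% CO2; detection reagent 10 min RT; luminescence.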
# S-ASM inh = Inhibitors of Secretory Acid Sphingomyelinase (S-ASM): qHTS | hit rate 0.006% among 340,000 | Sphingomyelin phosphodiesterase (Homo sapiens), P17405 | AID 504937, 2011 | placental ASM, HMU-PC fluorogenic substrate, 60 min | Potency, µM (top dose mostly 57.5 µM), inactives show top-dose activity change, negative = inhibition, most hits filed as inhibitors; note: potency is the fitted concentration of half-maximal effect
#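 Fluorogenic HMU-PC substrate (9 uM final) is turned over by placental ASM in 60 min at 37 C after a 10 min compound preincubation. Reaction ended by alkaline stop (pH 10), with fluorescence read at 386/447 nm.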
# TRPV1 ag = HTS Assay for Compounds that Act as Agonists of the Vanilloid Receptor 1; Transient receptor potential cation channel subfamily V member 1 (Homo sapiens), Q8NER1; TRPV1-expressing cells, Fluo-8 calcium influx, agonist mode; activation, % at 8.33 µM; hit rate 0.19% among 320,000; in the data active = activation above about 80%; inconclusive = between about 30% and that limit; note: 0% is about no effect
#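 TRPV1-expressing cells were cultured overnight at 35.5C and loaded with Fluo-8 calcium dye for 40 to 90 min at room temperature. After a 10 s baseline, compound was added and calcium influx was read kinetically for 3 min (ex 480/em 520 nm).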
# TSG101-PTAP inh = qHTS Assay for Iinhibitors of HIV-1 Budding by Blocking the Interaction of PTAP/TSG101. Potency, µM (series often up to 115 µM), for the others: at the highest dose activity change, negative = inhibition, hits mostly inhibitors. 340,000 tested, under 10 active. Fluorescence polarization, FITC-PTAP peptide / Tsg101 binding. AID 493005, 2010; active = well fitted inhibition curve with a large enough effect in the main read-out, with a control signal flat, not every such curve was filed as active; inconclusive = small, poorly fitted or top-dose-only effect, or effect the other way, or a change in a side signal; inactive = no such curve, though single readings can be large or run the other way; note: potency is the fitted concentration of half-maximal effect; % of control where 0% means no effect
# Target sequence (Q99816 whole entry, looked up): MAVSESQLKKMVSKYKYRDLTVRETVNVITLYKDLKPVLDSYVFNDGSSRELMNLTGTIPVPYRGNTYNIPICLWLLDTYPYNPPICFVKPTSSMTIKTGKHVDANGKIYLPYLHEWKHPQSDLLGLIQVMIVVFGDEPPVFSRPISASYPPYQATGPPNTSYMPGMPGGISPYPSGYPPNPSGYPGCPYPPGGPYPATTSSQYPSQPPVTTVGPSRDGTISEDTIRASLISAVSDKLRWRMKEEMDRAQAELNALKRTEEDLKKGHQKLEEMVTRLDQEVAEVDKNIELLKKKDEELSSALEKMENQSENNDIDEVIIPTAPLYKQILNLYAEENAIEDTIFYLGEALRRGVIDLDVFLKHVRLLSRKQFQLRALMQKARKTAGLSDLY
#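 Steps: Tsg101 binding domain dispensed (10 uM final), compounds pinned in DMSO, FITC-labeled PTAP-motif peptide added (50 nM final); after 20 min binding at room temperature, polarization measured.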
# Eya2 inh = qHTS Assay for Inhibitors of the Phosphatase Activity of Eya2; hit rate 0.006% among 330,000; Potency, µM (titrated, usually from 76.9 µM), for the others: top-dose activity, negative = inhibition, hits mostly inhibitors; Protein phosphatase EYA2 (Homo sapiens), O00167; recombinant Eya2, OMFP fluorescence dephosphorylation (OMFP is methylfluorescein phosphate); note: potency is the fitted concentration of half-maximal effect; % is set by controls: 0 for no effect and ±100 for the full control effect
# Target sequence (O00167 whole entry, looked up): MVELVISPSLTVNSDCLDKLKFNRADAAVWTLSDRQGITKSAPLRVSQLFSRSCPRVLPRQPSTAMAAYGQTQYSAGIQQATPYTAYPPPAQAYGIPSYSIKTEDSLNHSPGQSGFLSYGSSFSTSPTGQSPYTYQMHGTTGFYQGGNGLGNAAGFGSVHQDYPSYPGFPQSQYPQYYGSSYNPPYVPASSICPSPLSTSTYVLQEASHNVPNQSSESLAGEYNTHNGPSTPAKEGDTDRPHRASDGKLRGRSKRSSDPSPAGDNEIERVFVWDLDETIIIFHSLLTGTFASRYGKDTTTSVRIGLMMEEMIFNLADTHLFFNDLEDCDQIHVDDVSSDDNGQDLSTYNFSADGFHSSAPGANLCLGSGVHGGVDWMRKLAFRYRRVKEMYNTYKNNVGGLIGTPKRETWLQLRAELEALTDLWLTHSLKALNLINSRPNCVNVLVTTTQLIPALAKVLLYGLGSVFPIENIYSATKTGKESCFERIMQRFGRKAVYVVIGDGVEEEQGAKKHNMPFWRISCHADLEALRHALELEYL
#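 Eya2 protein (added as 0.2 uM solution) was preincubated with compound for 10 min at ambient temperature in 50 mM HEPES pH 7.5, 50 mM NaCl, 5 uM MgCl2, 0.05% BSA, 1 mM DTT. OMFP (added at 50 uM) then reacted 10 min; fluorescence read at 485/525 nm.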
# USP2a inh = qHTS Assay for Inhibitors of Ubiquitin-specific Protease USP2a Using CHOP2 as the Reporter | Ubiquitin carboxyl-terminal hydrolase 2 (Homo sapiens), O75604 | USP2 core, Ub-CHOP2 coupled fluorogenic reporter, 485/531 | Potency, µM (doses to about 38.3 µM), without a hit: at the top dose activity change, negative = inhibition, actives largely listed as inhibitors | hit rate 0.01% among 330,000;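 note: potency is the fitted concentration of half-maximal effect; plate controls were DMSO wells for no effect and full inhibition by NEM control for full effect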
#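 USP2 core (10nM final) preincubated 30min RT with compound in 20mM Tris-HCl pH 8.0, 2mM CaCl2, 2mM beta-mercaptoethanol, 0.05% CHAPS; 25nM Ub-CHOP2 plus 25nM reporter substrate added, fluorescence (Ex485/Em531) read after 60min.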
# Starred values were filed as active, the others as inactive; ? = inconclusive; nt = not tested or not shown; & = joins results of further samples; [ ] = dose if it differs, or a comment. Unless noted, calls come from the whole dose curve; as a rule, active = well fitted curve in the direction sought with a large enough effect; inconclusive = small, poorly fitted or top-dose-only effect, or another doubt; inactive = no such curve, though single readings can be large; an effect the other way counts as inactive or inconclusive.
SMILES,B2AR arrestin,a7 integrin act,BRCA1 expr up,uPA generation,ELG1 genotox,p53 reactivation,S-ASM inh,TRPV1 ag,TSG101-PTAP inh,Eya2 inh,USP2a inh
COc1ccc(C(=O)Nc2cccc(NC(=O)c3cccs3)c2)cc1,0.1%,23%,41%,-14%,0%,nt,-26%,19,-8%,2%,4%
C/C=C/C(=O)OCC(=O)Nc1ccc(OC)c(Cl)c1,0.1%,2%,-18%,-6%,-3%,3%,-2%,0,0%,-6%,-1%
COc1ccc(Cl)cc1C(=O)NNC(=O)CCNC(C)=O,-0.1%,3%,-11%,-3%,1%,1%,-4%,-3,-2%,-7%,-1%
COc1ccc(NC2CS(=O)(=O)CC2NCc2ccccc2)cc1 (configuration not stated),0.8%,3%,-3%,0%,0%,3%,2%,0,0%,-3%,0%
N#Cc1c(NC(=O)CSc2nc(-c3ccccc3)cc(C(F)(F)F)n2)sc2c1CCC2,-0.8%,1%,-17%,10%,-3%,-3%,-5%,-1,1%,-3%,3%
Cc1ccc(-n2c(CNc3ccc(F)cc3)nnc2SCC(N)=O)cc1,0.2%,16%,0%,-2%,-1%,7%,-3%,-1,-7%,4%,3%
O=C(COC(=O)c1c[nH]c(=O)[nH]c1=O)Nc1ccccc1,-0.1%,13%,-8%,-4%,0%,3%,2%,-1,-5%,3%,5%
Cc1ccc(-c2[nH]c(-c3ccccc3)nc2SCC(=O)NCC2CCCO2)cc1 (configuration not stated),3.5%,3%,-53%,7%,-1%,-7%,-2%,4,0%,1%,-1%
CCS(=O)(=O)N1CCC(C(=O)Oc2ccccc2Cl)CC1,-0.7%,-1%,-4%,1%,-7%,nt,4%,-1,-3%,?,1%
CCCCOc1ccc(C2CC(=O)N(C)C2=O)cc1 (configuration not stated),-0.9%,6%,26%,-2%,0%,9%,1%,-1,0%,-1%,1%
C=C(NS(=O)(=O)c1ccc(C)cc1)C(=O)OC,-1.9%,7%,3%,1%,9%,-1%,0%,nt,-5%,-16%,3%
O=C(CSc1nnnn1-c1ccccc1)Nc1ncc(Cc2cc(Cl)ccc2Cl)s1,-0.8%,-9%,-5%,-1%,1%,5%,-3%,-2,-6%,-15%,0%
C/C=C/C(=O)Nc1nnc(-c2ccccc2C)s1,5.9%,3%,37%,0%,-1%,0%,1%,2,-5%,9%,4%
CCOC(=O)c1sc(NC(=O)CSc2n[nH]c(-c3ccccc3)n2)c(C#N)c1C,3.0%,-15%,-69%,2%,-8%,-8%,?,7,-3%,13%,-1%
Cc1ccc(Nc2nnc(SCC(=O)c3ccc(Br)s3)s2)c(C)c1,-0.4%,0%,-26%,0%,-3%,2%,-12%,-3,13%,-3%,0%
O=c1[nH]cnc2scc(C3COc4ccccc4O3)c12 (configuration not stated),0.1%,6%,?,1%,5%,?,4%,-1,-7%,-3%,-6%
Clc1ccc(CNC23CN4CN(CN(C4)C2)C3)c(Cl)c1,-0.4%,-53%[inhibitor],32%,6%,0%,-10%,9%,-3,-6%,3%,2%
COc1ccc(NC2=C(Cl)C(=O)N(CCc3ccccc3)C2=O)c(OC)c1,-1.4%,-29%,59%,-1%,12%,?,-13%,-1,-3%,-4%,4%
CCOC(=O)N/N=C1\CCc2ccccc21,1.4%,-11%,87%,8%,?,?,5%,1,-7%,3%,4%
Cc1cc2n(c(=O)c1C#N)CCCN2c1cccc(Cl)c1,-1.0%,2%,-1%,nt,0%,-4%,143%[activator],0,1%,4%,1%
CCn1c(SCC(=O)Nc2ccc3c(c2)OCO3)nnc1C(C)C,-0.4%,5%,5%,0%,1%,?,5%,0,-4%,7%,1%
O=C1CC(c2ccc(O)cc2)Oc2cc(O)cc(O)c21 (configuration not stated),3.2%,nt,3%,-10%,-2%,15%,-3%,-4,-3%,7%,2%
O=C(CCCC(=O)N/N=C\c1ccccn1)N/N=C\c1ccccn1,-0.6%,15%,-24%,2%,0%,2%,-1%,-7,-3%,2%,3%
O=C(NCc1ccccc1Cl)c1cccc(NC2=NC3CS(=O)(=O)CC3S2)c1 (configuration not stated),-0.1%,-13%,-11%,6%,4%,nt,3%,1,-7%,21%,6%
COc1ccc([C@H]2CC(=O)C=C(c3ccc(OC)nc3)C2)cc1,0.2%,30%,34%,13%,3%,-2%,-6%,15,-3%,-24%,-3%
# The results go on:
SMILES,B2AR arrestin,a7 integrin act,BRCA1 expr up,uPA generation,ELG1 genotox,p53 reactivation,S-ASM inh,TRPV1 ag,TSG101-PTAP inh,Eya2 inh,USP2a inh
O/N=C1/C2C3CC4C5C3C1C5C1(OCCO1)C42 (configuration not stated),-1.1%,-13%,10%,nt,1%,-4%,1%,-1,-1%,-5%,-1%
CCNc1oc(-c2ccc(OC)cc2)nc1S(=O)(=O)c1ccc(Br)cc1,0.0%,29%,-29%,nt,4%,-1%,-7%,0,0%,-26%,0%
CCOC(=O)C1=CC[C@H]2c3c(c4ccc(OC)cc4n3C)C(=O)C1N2S(=O)(=O)c1ccc(C)cc1,0.3%,-10%,-17%,?,0%,6%,-8%,12,-3%,-17%,-6%
O=C(c1ccco1)c1cn(CC(=O)N2CCCCC2)c2ccccc12,-0.4%,0%,-1%,1%,1%,1%,0%,4,0%,13%,1%
CC(NC(=O)c1ccccc1F)c1nnc(SCC(=O)NC2=NCCS2)n1C (configuration not stated),0.4%,-10%,-7%,2%,1%,-1%,4%,0,-3%,20%,0%
Nc1[nH]c(=O)[nH]c(=O)c1N=Nc1ccccc1Cl,-0.4%,7%,0%,14%,1%[9.26 µM],10%,-8%,-1,-8%,1%,-2%
COc1ccccc1-c1nnc(SCC(=O)Nc2cc(C)on2)o1,nt,0%,-1%,9%,nt,nt,-2%,0,0%,nt,nt
Cc1nn(CC(=O)N2CCN(c3ccccc3)CC2)c(=O)c2cccn12,0.0%,-12%,-9%,5%,0%,8%,1%,-1,3%,19%,3%
CCCn1c(=O)c(C(=O)Nc2ccccc2C(=O)OCC)c(O)c2ccccc21,0.2%,20%,-44%,nt,-7%,-9%,-4%,-2,0%,-6%,2%
O=S(=O)(Nc1ccc2ccccc2n1)c1ccccc1Cl,0.4%,23%,-3%,6%,1%,-10%,-4%,3,-5%,-7%,6%
O=C(CCCOc1ccccc1)NCc1ccco1,0.3%,19%,0%,5%,0%,13%,2%,2,-1%,-21%,13%
CCN(CCn1cccn1)Cc1cn[nH]c1-c1cccc2ccccc12,0.4%,16%,-2%,5%,0%,0%,6%,0,-2%,6%,1%
CN1C2CCC1/C(=C\c1ccccc1)C(=O)/C2=C\c1ccccc1,0.3%,-66%[inhibitor],-95%[inhibitor],-4%,-17%,11%,-1%,6,0%,12%,0%
O=C(CSc1nc2c(c(=O)[nH]1)CN(Cc1ccc(F)cc1)CC2)Nc1ccc(F)cc1,-0.5%,7%,-28%,2%,-4%,-2%,-1%,-2,-4%,-3%,2%
CCCN(C(=O)CSCc1ccccc1C)c1c(N)n(Cc2ccccc2)c(=O)[nH]c1=O,0.4%,-10%,-1%,5%,1%,0%,16%,5,-2%,-8%,-1%
CCN(C(=O)COC(=O)CNC(=O)c1ccc(C)s1)c1ccccc1,0.0%,15%,-3%,0%,1%,-1%,1%,0,0%,0%,1%
CCOC(=O)Cc1csc(NC(=O)COc2ccccc2)n1,-0.3%,?,5%,nt,-1%,-1%,-2%,7,0%,5%,4%
CC1CCN(c2c(NCC3CCC(C(=O)NCc4ccc(F)cc4)CC3)c(=O)c2=O)CC1 (configuration not stated),-0.1%,-13%,-2%,-7%,-3%,-3%,2%,11,0%,15%,-2%
Cc1ccc(CN2C(=O)C(CC(C)C)Nc3ncnc(N4CCN(c5ccccc5)CC4)c32)cc1 (configuration not stated),-0.2%,34%,-24%&-7%,?,-3%,2%,7%,nt,0%,-7%,3%
CCOC(=O)NN1C(=O)c2ccccc2NC12CCCC2,-0.1%,15%,16%,-3%,15%,-2%,nt,-2,-1%,1%,0%

# Bioassay records from PubChem.
